# Assay outcomes deposited in PubChem BioAssay by NMMLSC.
# VLA-4 allo ag: allosterically activates the human VLA-4 integrin; P13612; Jurkat cells, LDV-FITC binding, flow cytometry; activation, % at 10 µM (by protocol); 24,000 tested, under 10 active;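 active = fluorescent ligand binding to cells raised by more than 40% of the manganese-induced maximum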;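 also: 0% = ligand binding without compound and 100% = manganese-stimulated maximal binding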
# Prostate diff: activators of LNCaP prostate cell differentiation | side scatter shift, % at 10 µM | flow cytometry side scatter, 4 d | hit rate 0.56% among 24,000;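 active = side scatter shift above 30%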;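 also: androgen-responsive LNCaP prostate cancer cells in charcoal-stripped serum medium; percent of cells past a gate set so DMSO wells show 10% shift; higher shift means more granular cells and more differentiation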
# Jurkat autofluor: autofluorescence counter-screen for VLA-4 integrin assays. hit rate 0.61% among 24,000. Jurkat cells, compound autofluorescence, flow cytometry; active compounds read high; 1 = vehicle-only cell background. fluorescence ratio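 (tested at 10 µM compound in the well)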. AID 576;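 active = fluorescence ratio above 2.44, which is 1 plus 3 SD of all ratios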;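 also: green fluorescence of cells measured with 488 nm excitation and 530 nm emission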
# VLA-4 antagonist: inhibition of LDV-FITC ligand binding to human VLA-4 integrin; P13612; Jurkat cells, LDV-FITC binding with Mn2+, flow cytometry; 100% = Mn2+-driven binding gain fully reversed; inhibition, % at 10 µM (by protocol); hit rate 0.2% among 24,000; AID 529;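 active = inhibition above 50%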;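 also: 0% = Mn2+ stimulated cells lacking compound and 100% = ligand binding without Mn2+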
# Active calls of the source: *.
# Field names: A = VLA-4 allo ag; B = Prostate diff; C = Jurkat autofluor; D = VLA-4 antagonist
1: CCN(C)c1ccc(/C=N\n2nnnc2N)cc1
  A = 1	B = 14	C = 0.9	D = 4

2: COC(=O)c1sc(S(=O)(=O)NCc2cccs2)c(C(=O)OC)c1C
  A = 5	B = 9	C = 0.91	D = -18

3: CCc1nnc(NC(=O)CSc2nccn2-c2ccccc2)s1
  A = 1	B = 5	C = 1	D = -2

4: CCCCn1c(=NC(=O)c2ccco2)c(C(=O)OCC)cc2c(=O)n3ccccc3nc21
  A = 0	B = 0	C = 1.2	D = -11

5: CCCN1C=CC(=C2C(=O)c3ccccc3C2=O)C=C1
  A = 0	B = 10	C = 1	D = -8

6: O=C(CSc1nc2ccccc2o1)N1CCN(c2ccc(Cl)cc2)CC1
  A = 0	B = 9	C = 1	D = -9

7: CCOC(=O)Cn1nc(-c2ccc(C)cc2)ccc1=O
  A = 3	B = 3	C = 1.1	D = -20

8: Cn1cc(S(=O)(=O)CC(=O)Nc2ccc3c(c2)OCO3)c2ccccc21
  A = 3	B = 8	C = 1	D = 16

9: CC(C)CNS(=O)(=O)c1ccc(CCC(=O)NCc2ccco2)cc1
  A = -6	B = 3	C = 0.96	D = 8

10: O=C(CCCn1c(=S)[nH]c2ccccc2c1=O)NC1CCCC1
  A = 1	B = 4	C = 0.99	D = 10

11: COc1cccc(N2C(=O)C(CC(=O)Nc3ccccc3)N(C3CCCCC3)C2=O)c1 (configuration not stated)
  A = 3	B = 11	C = 1	D = -12

12: CCn1c(SCC(=O)Nc2ccc3c(c2)OCCO3)nc2c(c1=O)SC(C)C2 (configuration not stated)
  A = -4	B = 8	C = 1.1	D = 4

13: Cc1ccccc1Cn1nc(C)c(NC(=O)c2noc3c2CCCC3)c1C
  A = -4	B = 10	C = 1.2	D = 7

14: Cc1ccc(NC(=O)CSC2=C(C#N)C(c3ccc4c(c3)OCO4)CC(=O)N2)cc1C (configuration not stated)
  A = -1	B = 13	C = 1.1	D = -12

# Some of these compounds in order of their number in Prostate diff, high to low.
item | Structure | Prostate diff
14 | Cc1ccc(NC(=O)CSC2=C(C#N)C(c3ccc4c(c3)OCO4)CC(=O)N2)cc1C (configuration not stated) | 13
11 | COc1cccc(N2C(=O)C(CC(=O)Nc3ccccc3)N(C3CCCCC3)C2=O)c1 (configuration not stated) | 11
5 | CCCN1C=CC(=C2C(=O)c3ccccc3C2=O)C=C1 | 10
2 | COC(=O)c1sc(S(=O)(=O)NCc2cccs2)c(C(=O)OC)c1C | 9
8 | Cn1cc(S(=O)(=O)CC(=O)Nc2ccc3c(c2)OCO3)c2ccccc21 | 8
10 | O=C(CCCn1c(=S)[nH]c2ccccc2c1=O)NC1CCCC1 | 4

# Structures shown so far that contain a furan ring, fused or not, in the order listed:
# Field names: A = VLA-4 allo ag; B = Prostate diff; C = Jurkat autofluor; D = VLA-4 antagonist
4: CCCCn1c(=NC(=O)c2ccco2)c(C(=O)OCC)cc2c(=O)n3ccccc3nc21
  A = 0	B = 0	C = 1.2	D = -11

9: CC(C)CNS(=O)(=O)c1ccc(CCC(=O)NCc2ccco2)cc1
  A = -6	B = 3	C = 0.96	D = 8

# The list is partial (hit frequency here may not be typical).
